# High-throughput results deposited in PubChem by National Center for Advancing Translational Sciences (NCATS).
# PI4K2A inh: PI4K2A (human) kinase inhibition. hit rate 0.13% among 420,000. purified PI4K2A, ADP-Glo luminescence, 1 h; stronger effect = lower value. activity change, negative = inhibition, % at 76.9 µM; in the data active = activity change below about -50%; inconclusive = mostly about -30% to -49%;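 also: -100% = wells without enzyme as full effect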
#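 ADP-Glo luminescence measured ADP generated by PI4K2A enzyme (4 ug/mL before mixing) with 1.2 mM PI substrate (pre-mix) and 300 microM ATP (pre-mix). Tris pH7.5 buffer with MgCl2, Triton X-100; 1 h reaction at ambient temperature.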
# Pin1 inh: blocks the human prolyl isomerase Pin1; Pin1 FP peptide displacement, HiFluor488, 10 min; Potency, µM (doses to about 115 µM), inactives show at the top dose activity, negative = inhibition, most hits filed as inhibitors; hit rate 0.009% among 390,000; active = well fitted inhibition curve with a large enough effect in the polarisation, with a control signal flat, not every such curve was filed as active; inconclusive = small, poorly fitted or top-dose-only effect, or effect the other way, or a change in a side signal; inactive = no such curve, though single readings can be large or run the other way; the % refers to the polarisation; also: potency is read from the fitted curve at half-maximal effect; % is scaled to controls: 0 for no effect and ±100 for the full control effect
# Target sequence (Q13526 whole entry, looked up): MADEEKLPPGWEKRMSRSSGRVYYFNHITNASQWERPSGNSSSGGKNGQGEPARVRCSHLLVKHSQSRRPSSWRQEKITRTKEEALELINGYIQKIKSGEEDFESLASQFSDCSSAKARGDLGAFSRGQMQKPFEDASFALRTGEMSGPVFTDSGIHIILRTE
# POLH inh: inhibitors of human DNA polymerase eta; hit rate 1.2% among 390,000; AID 588591; Q9Y253; Potency, µM (top dose mostly 114 µM), without a hit: top-dose activity change, negative = inhibition, actives largely listed as inhibitors; recombinant Pol eta, fluorescent DNA replication assay; also: potency is read from the fitted curve at half-maximal effect; % is scaled to controls: 0 for no effect and ±100 for the full control effect
# Target sequence (Q9Y253 whole entry, looked up): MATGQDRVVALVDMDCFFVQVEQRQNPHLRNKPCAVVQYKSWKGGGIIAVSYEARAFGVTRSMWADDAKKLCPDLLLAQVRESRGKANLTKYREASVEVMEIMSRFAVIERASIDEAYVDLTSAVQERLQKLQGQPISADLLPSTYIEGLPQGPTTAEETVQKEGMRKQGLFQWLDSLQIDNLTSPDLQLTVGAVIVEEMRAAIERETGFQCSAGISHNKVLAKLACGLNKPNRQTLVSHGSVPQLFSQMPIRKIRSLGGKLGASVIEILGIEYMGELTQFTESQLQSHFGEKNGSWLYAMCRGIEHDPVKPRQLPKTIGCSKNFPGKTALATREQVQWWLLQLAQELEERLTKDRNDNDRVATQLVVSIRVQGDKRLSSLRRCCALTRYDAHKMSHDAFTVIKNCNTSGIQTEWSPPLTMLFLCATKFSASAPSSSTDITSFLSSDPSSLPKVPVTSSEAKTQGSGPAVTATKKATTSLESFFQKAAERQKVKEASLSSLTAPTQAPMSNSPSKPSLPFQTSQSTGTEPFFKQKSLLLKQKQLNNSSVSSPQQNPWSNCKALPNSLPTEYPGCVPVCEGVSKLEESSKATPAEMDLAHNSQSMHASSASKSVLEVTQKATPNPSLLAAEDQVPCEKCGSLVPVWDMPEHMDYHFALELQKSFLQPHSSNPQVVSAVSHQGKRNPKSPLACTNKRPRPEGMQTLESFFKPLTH
#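 Pol eta (10 nM) was preincubated with compounds for 15 min at room temperature, after which fluorescent replication substrate (50 nM final) was added to start the reaction. Fluorescence was read kinetically at 0 and 10 min.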
# GLS inh: inhibitors of human glutaminase (GLS); hit rate 0.21% among 410,000; Potency, µM (titrated, usually from 45.5 µM), inactives show top-dose activity change, negative = inhibition, usual class: inhibitors; GLS enzymatic activity, qHTS titration; AID 624170; also: potency is read from the fitted curve at half-maximal effect; % is scaled to controls: 0 for no effect and ±100 for the full control effect
#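 Assay buffer: 45 mM KH2PO4 pH 8.2, 0.02% Tween-20. hKGA acts on L-glutamine (1 mM solution added); product glutamate is reported by an oxidase/peroxidase Amplex Red coupling, with fluorescence taken at baseline and 30 min.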
# JMJD2A Tudor: blocks the human JMJD2A Tudor domain. AlphaScreen JMJD2A-Tudor / H3K4me3 peptide binding. hit rate 4.4% among 390,000. Potency, µM (top dose mostly 114 µM), for inactives: at the top dose activity change, negative = inhibition, hits mostly inhibitors. O75164; also: potency is read from the fitted curve at half-maximal effect; % is scaled to controls: 0 for no effect and ±100 for the full control effect; nearly all actives have a fitted effect of over 50% in size
# HP1b binding inh: blocks HP1-beta chromodomain binding to methylated histone tails. P83916. AlphaScreen HP1-beta / biotin-H3K9me3 peptide binding. Potency, µM (series often up to 114 µM), for the others: at the top dose activity change, negative = inhibition, most hits filed as inhibitors. hit rate 0.56% among 390,000; also: potency is read from the fitted curve at half-maximal effect; nearly all actives have a fitted effect of over 70% in size; inactives centre near 23
# Target sequence (P83916 whole entry, looked up): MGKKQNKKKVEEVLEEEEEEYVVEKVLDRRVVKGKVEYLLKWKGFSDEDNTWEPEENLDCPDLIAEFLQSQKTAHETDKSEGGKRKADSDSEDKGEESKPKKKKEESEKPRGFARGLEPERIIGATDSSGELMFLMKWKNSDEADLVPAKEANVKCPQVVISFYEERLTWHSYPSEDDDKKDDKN
#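 Compound inhibition of the preformed complex between 50 nM HP1-beta and 50 nM biotinylated H3K9me3 peptide was read by AlphaScreen. Buffer was PBS pH 7.4 with 0.01% Tween-20. Incubations ran 30 min at room temperature, with 10 ug/mL donor/acceptor beads.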
# Tb PGK inh: inhibitors of T. brucei phosphoglycerate kinase. P07378. PGK/GAPDH coupled, Kinase-Glo luminescence, 60 min. Potency, µM (highest dose often 57.5 µM), without a hit: at the highest dose activity change, negative = inhibition, most hits filed as inhibitors. hit rate 0.043% among 380,000. AID 602233; also: potency is read from the fitted curve at half-maximal effect; % is scaled to controls: 0 for no effect and ±100 for the full control effect; nearly all actives have a fitted effect of over 60% in size
#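 Luminescent ATP detection (Kinase-Glo Plus) follows a 60-minute room-temperature incubation, with wells lacking PGK as controls. Buffer: 100 mM TEA (pH 7.6), 5 mM MgCl2, 0.01% Tween-20. Coupling enzyme GAPDH (100 nM final) supplies unstable 1,3-BPG in-well.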
# G9a inh: G9a (human) methyltransferase inhibition; G9a H3K9 monomethylation, AlphaScreen, 2 h; hit rate 8.8% among 350,000; AID 504332; Potency, µM (titrated, usually from 102 µM), without a hit: at the highest dose activity, negative = inhibition, actives largely listed as inhibitors; also: potency is read from the fitted curve at half-maximal effect; % is scaled to controls: 0 for no effect and ±100 for the full control effect; nearly all actives have a fitted effect of over 75% in size
#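 Readings reflect AlphaScreen signal from monomethyl-H3K9 antibody detection. HMT at 20 nM; substrate b-H3K9 500 nM; cofactor SAM 20 uM; 2 h RT reaction; compounds tested as titrations in qHTS with 15 min preincubation.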
# BAZ2B inh: inhibitors of human BAZ2B bromodomain; Potency, µM (highest dose often 114 µM), without a hit: top-dose activity change, negative = inhibition, hits mostly inhibitors; AlphaScreen BAZ2B-H3K14Ac peptide displacement; hit rate 4.4% among 360,000; Q9UIF8; also: potency is read from the fitted curve at half-maximal effect; % is scaled to controls: 0 for no effect and ±100 for the full control effect; nearly all actives have a fitted effect of over 60% in size
#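 BAZ2B (50 nM) with biotin-H3(5-23)K14Ac peptide (50 nM) in PBS pH 7.4, 0.01% Tween-20, preformed 30 min, then compound 30 min at room temperature; top concentration 110uM. AlphaScreen streptavidin donor/nickel chelate acceptor beads (10 ug/mL final), 20 min dark, signal read.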
# * marks the source's active call; other numbers are inactive results; i = inactive; ? = inconclusive; / = not tested or not shown; & = joins results of further samples; [ ] = another dose, or the depositor's remark. Unless noted, calls follow the shape of the dose curve; as a rule, active = well fitted curve in the direction sought with a large enough effect; inconclusive = small, poorly fitted or top-dose-only effect, or another doubt; inactive = no such curve, though single readings can be large; an effect the other way counts as inactive or inconclusive.
# Value order: PI4K2A inh | Pin1 inh | POLH inh | GLS inh | JMJD2A Tudor | HP1b binding inh | Tb PGK inh | G9a inh | BAZ2B inh
CCc1cccc(NS(=O)(=O)c2csc(C(N)=O)c2)c1
 : 2 | -7% | -21% | -6% | 6% | 14% | -7% | 11% | -18%
COc1ccc(Oc2ccc3c(C(F)(F)F)cc(C(F)(F)F)nc3n2)cc1
 : -3 | -3% | -9% | -3% | -8% | 19% | -5% | 12%[59 µM] | -8%
CCc1ccc(-c2cc(C(=O)N/N=C/c3c[nH]c4ccccc34)[nH]n2)cc1
 : 6 | 4% | -9% | 15% | ? | 13% | -14% | 45% | /
CCOC(=O)C1CCCN(C(=O)CCc2nc3sc4c(c3c(=O)[nH]2)CCCC4)C1 (centres undefined)
 : 2 | 1% | -7% | 1% | -11% | 19% | 0% | 14%[2.33 µM] | -4%
CCN(CC)CC1C(=O)N(c2ccc(OC)cc2)C1c1ccccc1 (centres undefined)
 : 0 | -8% | -16% | 6% | -19% | -1% | -8% | -18% | -11%
O=C(c1ccc(Cl)cc1)c1ccc(Oc2cc(NN3CCCCC3)c([N+](=O)[O-])cc2[N+](=O)[O-])cc1
 : -5 | 0% | -3% | -1% | ? | -19% | -4% | ? | ?
COc1ccc(/C=C(\C#N)C(=O)NCc2ccccc2)cc1O
 : 2 | 0% | -17% | 0% | -22% | 10% | -5% | 24% | -8%
Fc1ccccc1OCCCCN1CCCCC1
 : 9 | -4% | -25% | 3% | 79µM* | -12% | -2% | 50µM* | ?
O=C(Nc1ccc(Br)cc1)c1cccc(S(=O)(=O)Nc2ccccn2)c1
 : -3 | 6% | -12% | 0% | -9% | 12% | 2% | -6% | -18%
Cc1cc(NC(=O)c2ccc3c(c2)OCCO3)no1
 : -11 | 3% | 5% | -5% | -6% | 32% | -7% | 11%[12.7 µM] | 0%
CCn1c(COc2ccccc2)nnc1SCc1ccc(C#N)cc1
 : -5 | 1% | -11% | 0% | -4% | 37%[activator] | 0% | 0%[59 µM] | 3%
O=C(COc1ccc(S(=O)(=O)NC2CCCCC2)cc1)N1CCN(c2cccc(Cl)c2)CC1
 : -5 | 8% | -17% | -1% | -29% | 12% | 1% | -49%[59 µM] | -11%
O=C(CCl)Nc1cccc(S(=O)(=O)NC2=NCCCCC2)c1
 : 2 | 1% | 1% | 2% | -3% | 37%[activator] | 8% | / | /
CC(=O)Nc1cccc(/C(C)=N/NS(=O)(=O)c2ccccc2)c1
 : 3 | 7% | -5% | 2% | -8% | 37% | 3% | -44% | -19%
Cc1cc(C)n(CC(=O)N2CCCC(N3CCN(Cc4ccc5c(c4)OCO5)CC3)C2)n1 (centres undefined)
 : 1 | -6% | -3% | 2% | -15% | 8% | 0% | 79µM* | -3%

# Later entries.
# Value order: PI4K2A inh | Pin1 inh | POLH inh | GLS inh | JMJD2A Tudor | HP1b binding inh | Tb PGK inh | G9a inh | BAZ2B inh
CC(=O)n1cc(/C=N/NC(=O)c2ccccc2O)c2ccccc21
 : 0 | ? | -2% | 1% | 0% | 35% | -2% | 23% | 2%
COc1cccc(C(C)NC(=O)Nc2ccccc2Cl)c1 (centres undefined)
 : -2 | -7% | -12% | 3% | -2% | 65%[activator] | -3% | 2% | -5%
COc1ccc(-c2nc(C#N)c(N3CCOCC3)o2)cc1OC
 : -4 | -2% | ? | 11% | -18% | 10% | 7% | -2%[12.7 µM] | -5%
Cc1cc(C)n(CC(=O)NNC(=O)c2ccc(OC(F)(F)F)cc2)n1
 : -2 | -3% | 4% | 18% | -7% | 21% | 2% | / | /
Cc1nc2c(-c3ccc(F)cc3)c(C)nn2c(C)c1CCC(=O)NCCN1CCOCC1
 : -2 | -1% | -9% | 3% | -9% | 36% | 4% | ? | -3%
CC(C)Nc1ccccc1
 : -4 | -1% | -7% | 0% | -3% | 53%[activator] | i | 6%[0.501 µM] | -2%
Cc1ccc(CNC(=O)CSc2nc(=O)n3ccccc3n2)cc1
 : -1 | 5% | -18% | -3% | -10% | 24% | -2% | 2% | -3%
N#Cc1cccc(NC(=O)CCNS(=O)(=O)c2ccc3c(c2)CCN3C(=O)C2CC2)c1
 : 3 | 2% | -5% | 1% | -23% | 24%[57 µM] | -1% | -1%[59 µM] | 3%
Fc1cccc(Nc2ncnc3[nH]ncc23)c1
 : 1 | 0% | -2% | -9% | -16% | 56%[activator] | -1% | -36% | -5%
C=CCCCCCCCCc1nc(SCC(C)=O)n[nH]1
 : -15 | 7% | -5% | -1% | 10% | 69%[activator] | -8% | -6%[12.7 µM] | -7%
COc1ccc(Cl)cc1NC(=O)CN(C)C(=O)C1CC1
 : -1 | 2% | -11% | 12% | -10% | 1% | -8% | / | /
COc1cc(CCC(=O)NCc2ccc(F)cc2)cc(OC)c1OC
 : -3 | -2% | -14% | -6% | -2% | 16% | -2% | 5% | 2%
Cc1ccc(S(=O)(=O)NCC(=O)N(CC(=O)NCc2ccco2)Cc2ccco2)cc1
 : 3 | -9% | 56µM* | -16% | -19% | 28% | -10% | -10% | -28%
Nc1nc(SCC(=O)N2CCc3ccccc3C2)[nH]c(=O)c1-c1ccccc1
 : 0 | -2% | -8% | 4% | -22% | 12% | -7% | ? | -16%
C=CCN1C(=O)C2C(C(=O)NCc3ccccc3)C3C=CC2(O3)C1C(=O)NC(C)(C)C (centres undefined)
 : -1 | -11% | 6% | 2% | -10% | 26% | 2% | / | 5%

# Individual results from the results shown.
# Value for C=CCCCCCCCCc1nc(SCC(C)=O)n[nH]1 in JMJD2A Tudor: 10%
# Value for Fc1ccccc1OCCCCN1CCCCC1 in G9a inh: 50µM*

# Complete entries, looked up by structure. Order of screens: PI4K2A inh	Pin1 inh	POLH inh	GLS inh	JMJD2A Tudor	HP1b binding inh	Tb PGK inh	G9a inh	BAZ2B inh
# Profile of `COc1cccc(C(C)NC(=O)Nc2ccccc2Cl)c1` (centres undefined) = -2	-7%	-12%	3%	-2%	65%[activator]	-3%	2%	-5%
# Profile of `N#Cc1cccc(NC(=O)CCNS(=O)(=O)c2ccc3c(c2)CCN3C(=O)C2CC2)c1` = 3	2%	-5%	1%	-23%	24%[57 µM]	-1%	-1%[59 µM]	3%

# New compounds follow
# Value order: PI4K2A inh | Pin1 inh | POLH inh | GLS inh | JMJD2A Tudor | HP1b binding inh | Tb PGK inh | G9a inh | BAZ2B inh
CCOC(=O)c1cc2c(=O)n3ccccc3nc2n(CCCOC)c1=NC(=O)C(C)(C)C
 : -7 | -5% | -7% | -12% | -4% | 18% | i | -27%[12.7 µM] | -27%
Cc1cccc(NC(=S)NC(=O)c2ccco2)n1
 : 1 | -6% | -8% | -11% | -4% | 24% | 0% | -11%[59 µM] | -1%
O=C1c2cccc3cccc(c23)C(=O)C1(O)O
 : -5 | ? | -23% | 34%[activator] | 45µM* | -24% | -11% | / | /
Cc1cccc(-c2nc(NCCCN3CCOCC3)c3ccccc3n2)c1
 : 9 | 10% | -14% | 10% | -21% | 9% | 6% | 4%[59 µM] | -12%
Nn1cnnc1N/N=C/c1cccc(Cl)c1Cl
 : ? | 2% | -17% | 14% | -7% | 61%[activator] | i | ? | ?
COC(=O)CCc1ccc(OCC(O)CNC(C)C)cc1 (centres undefined)
 : 5&5 | -1% | 3% | 3%&-1% | -21% | 18% | i | / | /
Cc1c(C(=O)O/N=C(\N)c2ccccn2)cccc1[N+](=O)[O-]
 : -10 | 1% | -7% | 4% | 11µM* | 1% | -28% | 32µM* | -27%
Cc1nn(Cc2ccc(Cl)cc2Cl)c(C)c1NC(=O)Cn1nc([N+](=O)[O-])c(Cl)c1C
 : 10 | -4% | -1% | 6% | -29% | -5% | -2% | 1%[59 µM] | 9%
CCc1ccc(NC(=O)Cn2c(=O)n(CCC(=O)NC3CCN(Cc4ccccc4)CC3)c(=O)c3ccccc32)cc1
 : -2 | 13% | -9% | -15% | 6% | 41%[activator] | i | 6%[59 µM] | -1%
CC[N+]1(C)CC2CCC(C)(C1)C2(C)C (centres undefined)
 : 1 | 0% | -12% | -3% | 32µM* | -8% | -3% | ? | -2%
COc1ccc(NS(=O)(=O)c2ccc(C)c(C(=O)N(C)CCc3ccc(OC)c(OC)c3)c2)cc1
 : 1 | -4% | -3% | 11% | -10% | 21% | -3% | -6% | 5%
CCOc1ccc(-c2nnn(CC(=O)N3CCCC(C)C3)n2)cc1 (centres undefined)
 : -5 | 0% | -19% | 1% | -5% | 22% | -7% | / | -3%
O=C(CC(=O)Nc1ccccc1F)Nc1ccc2nc3n(c(=O)c2c1)CCCCC3
 : -5 | 1% | -19% | -6% | -6% | 23% | 10% | -7%[59 µM] | -11%
COc1ccc(OCC(O)CN2CCc3ccccc3C2)cc1 (centres undefined)
 : -7 | -2% | -19% | 13% | -19% | 27% | -7% | -8% | ?
COc1ccc(-c2cc(C(=O)Oc3ccc(C)cc3)c3ccccc3n2)cc1
 : 5 | -8% | -18% | -2% | 45%[activator] | 205%[activator] | i | 249%[activator][59 µM] | 140%[activator]
CC1(C)CC(=O)C2=C(C1)N(CC1CCCO1)C(=O)NC2(C(F)(F)F)C(F)(F)F (centres undefined)
 : -1 | -1% | 6% | 0% | -10% | 16% | -9% | 8%[59 µM] | 4%
N#Cc1cn(CC(=O)N2CCCc3ccccc32)c2ccccc12
 : 6 | -4% | -23% | -5% | -5% | 21% | 3% | 14%[59 µM] | -4%

# Only part of the results is shown, so the mix of outcomes need not match the whole.
